Source: PubChem BioAssay
IMP-1 inhibitor = blocks Pseudomonas aeruginosa IMP-1 metallo-beta-lactamase. purified IMP-1, nitrocefin hydrolysis, epi-absorbance fluorescence. inhibition, % at 5.6 µM. AID 1556. 0.45% of 290,000 active;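 active = inhibition above the mean plus 3 SD of all compounds in the same screening run, cut at about 4.5% in these data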;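 also: 0% = IMP-1 with DMSO and 100% = DMSO wells lacking enzyme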
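System: purified IMP-1; amount: IMP-1 0.2 nM before substrate addition; compound: single dose, 5.6 µM; times: 25 °C, 15 min preincubation, 25 min reaction; signal: Epi-absorbance via hydrolysed-nitrocefin quenching of white-plate fluorescence, 480/530 nm, EDTA stop; benchmarks: DMSO with and without IMP-1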
VIM-2 inh = inhibitors of Pseudomonas aeruginosa VIM-2 metallo-beta-lactamase. purified VIM-2, nitrocefin hydrolysis, epi-absorbance fluorescence. inhibition, % at 5.6 µM. 0.89% of 290,000 active. AID 1527;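 active = inhibition above the mean of all tested compounds plus 3 SD, cutoff set per screening run, cut at about 7.5% in these data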;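 also: red hydrolysis product quenches plate fluorescence so inhibitors raise well fluorescence; 0% = enzyme with DMSO and 100% = DMSO without enzyme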
IDE cell inh = inhibits human insulin-degrading enzyme in HEK cells; P14735; FAbetaB cleavage, fluorescence polarization; inhibition, % at 5.59 µM; 0.41% of 320,000 active;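 active = percent inhibition above the average of all tested compounds plus 3 SD, set per screening campaign, cut at about 16% in these data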;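 also: IDE supplied by intact live HEK cells; FP after avidin binding of uncleaved biotin substrate so inhibition keeps polarization high; 0% = DMSO wells and 100% = 60 µM reference IDE inhibitor Ii1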
GalR3 antagonist = blocks the human galanin receptor 3. HEK293 GalR3-CNG cAMP membrane potential fluorescence; galR3 body fused to GalR1 C-terminus. O60755. 0.44% of 360,000 active. AID 651719. inhibition, % at 3 µM;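 active = inhibition above the screen-wide average plus 3 SD, cut at about 13% in these data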;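 also: forskolin and galanin both at EC90 stimulate the cells; cAMP rise reported by CNG channel membrane potential dye signal; 0% = forskolin plus galanin with DMSO and 100% = forskolin alone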
HCV NS3 hel inh = inhibitors of Hepatitis C virus NS3 helicase | NS3 helicase DNA unwinding, Cy5 molecular beacon fluorescence | inhibition, % at 10.9 µM | 0.56% of 290,000 active;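 active = inhibition above the mean of all tested compounds plus 3 SD, set per campaign, cut at about 35% in these data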;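 also: 0% = DMSO wells and 100% = thioflavine S control wells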
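Assay system – hepatitis C virus NS3 helicase domain fragment enzyme · Buffer or medium – MOPS pH 6.5, MgCl2, DTT, Tween20, BSA · Reagent – Cy5/quencher beacon DNA duplex and ATP to start · Compound – single 10.9 µM dose · Timing – 1 h at 25 °C · Technique – Cy5 beacon fluorescence read at start and 1 h · Measure – % inhibition of unwinding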
IDE cell activ = boosts human insulin-degrading enzyme activity in HEK cells | 0.073% of 340,000 active | FAbeta-B cleavage, fluorescence polarization; 0% vehicle, 100% cell-free pure enzyme wells | activation, % at 5.96 µM | AID 493087 | P14735;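 active = activation above the mean of all tested compounds plus 3 SD, set per screening campaign, cut at about 17% in these data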
p-CIP stab down = p/CIP protein destabilization; Q05BA5; decrease of EGFP signal, % at 10 µM; 0.01% of 290,000 active; F442A p/CIP-EGFP cells, EGFP fluorescence, 16 h;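 active = EGFP signal decrease of at least 30% at 10 µM or well 3 SD below plate mean, unless failing retest; inactive = the rest, including hits failing retest or dose response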; also: some compounds called inactive have numbers as strong as hits; many of its hits are not listed in these tables
Target sequence (Q05BA5 1-1403): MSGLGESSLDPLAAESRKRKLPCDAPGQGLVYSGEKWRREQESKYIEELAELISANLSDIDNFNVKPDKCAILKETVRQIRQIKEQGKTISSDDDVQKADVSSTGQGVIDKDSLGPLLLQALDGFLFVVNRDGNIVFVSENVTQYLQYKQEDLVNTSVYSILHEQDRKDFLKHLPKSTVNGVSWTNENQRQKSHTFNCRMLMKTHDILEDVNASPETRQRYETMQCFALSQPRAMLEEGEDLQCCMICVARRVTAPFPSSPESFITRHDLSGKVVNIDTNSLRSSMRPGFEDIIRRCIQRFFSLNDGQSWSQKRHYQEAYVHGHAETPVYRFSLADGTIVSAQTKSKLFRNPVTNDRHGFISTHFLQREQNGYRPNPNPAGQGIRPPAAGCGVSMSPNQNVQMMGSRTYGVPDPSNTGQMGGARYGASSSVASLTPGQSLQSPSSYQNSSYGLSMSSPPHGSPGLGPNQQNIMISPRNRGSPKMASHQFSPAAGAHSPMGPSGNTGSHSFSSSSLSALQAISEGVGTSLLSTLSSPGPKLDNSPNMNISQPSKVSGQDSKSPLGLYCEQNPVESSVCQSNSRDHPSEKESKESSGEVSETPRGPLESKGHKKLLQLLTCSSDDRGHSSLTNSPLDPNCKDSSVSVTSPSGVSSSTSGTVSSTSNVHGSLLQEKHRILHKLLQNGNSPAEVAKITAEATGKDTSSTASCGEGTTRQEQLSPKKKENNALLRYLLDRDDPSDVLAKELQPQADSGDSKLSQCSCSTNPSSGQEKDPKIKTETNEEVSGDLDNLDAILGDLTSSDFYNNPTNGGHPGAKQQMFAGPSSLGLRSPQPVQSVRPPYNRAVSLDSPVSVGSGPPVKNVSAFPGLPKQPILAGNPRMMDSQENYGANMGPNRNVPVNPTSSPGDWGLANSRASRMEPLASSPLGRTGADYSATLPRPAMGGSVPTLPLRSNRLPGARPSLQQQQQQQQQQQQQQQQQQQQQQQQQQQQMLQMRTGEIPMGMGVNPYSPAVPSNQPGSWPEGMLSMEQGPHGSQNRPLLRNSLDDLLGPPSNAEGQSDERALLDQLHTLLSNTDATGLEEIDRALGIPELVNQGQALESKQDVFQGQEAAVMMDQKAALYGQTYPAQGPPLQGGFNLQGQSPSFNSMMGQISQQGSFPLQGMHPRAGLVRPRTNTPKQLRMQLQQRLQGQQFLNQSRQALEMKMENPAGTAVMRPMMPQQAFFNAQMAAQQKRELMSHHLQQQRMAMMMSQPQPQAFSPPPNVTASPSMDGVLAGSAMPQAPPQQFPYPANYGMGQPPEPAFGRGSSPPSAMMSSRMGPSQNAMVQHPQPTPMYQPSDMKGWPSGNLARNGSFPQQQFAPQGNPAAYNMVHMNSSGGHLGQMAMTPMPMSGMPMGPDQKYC
UBC9 SUMO inh = inhibitors of human SUMOylation (UBC9); 0.36% of 290,000 active; HTRF SUMOylation assay, SAE1/SAE2 + UBC9, in vitro; inhibition, % at 35 µM; P63279; in the data active = inhibition above about 50%, passing the limit was not always enough; also: strong numbers were not always called active
CRFBP-R2 block = CRF-BP/CRF-R2 complex antagonism; HEK293 CRF-R2/CRF-BP, CRF-induced calcium fluorescence; AID 588475; inhibition, % at 11.8 µM; 0.59% of 350,000 active;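 active = inhibition of the ligand-induced calcium signal above about 50% at the single tested concentration, limit read from the data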
Active calls of the source: *; nt = not tested or not shown; & = joins results of further samples.

IDE cell inh,GalR3 antagonist,IDE cell activ,VIM-2 inh,p-CIP stab down,CRFBP-R2 block,HCV NS3 hel inh,IMP-1 inhibitor,UBC9 SUMO inh,canonical_smiles
2,-2,0,nt,nt,-2,nt,nt,nt,O=C1CC(C(=O)N2CCN(c3ccccc3)CC2)CN1Cc1ccccc1 (stereo not drawn)
-2,-2,-5,1.7,-10,-61,-8,0.3,15,COc1ccc(C)c2sc(NC(=O)CCS(=O)(=O)c3ccccc3)nc12
6,-1,0,-0.1,-4,-1,-7,-1.2,-37,CCOc1ccc(NC(=O)CCn2cccc2)cc1
0,-8,0,-1.1,-5,2,-11,-2.4,5,Cc1ccc(N(CC(=O)NCc2ccco2)C(=O)CCC(=O)Nc2ccccn2)c(C)c1
6,1,7,-1.5,-15,30,10,-4.5,11,O=C(Nc1nnc(S(=O)(=O)N2CCCCCC2)s1)c1ccc(Br)cc1
1,-2,-1,-0.5,-18,25,28,-1.8,26,COc1ccc(/C=C2/SC(=S)N(CCC(=O)O)C2=O)cc1
0,-4,1,-2.3,-2,-19,3,-1.4,12,Cc1oc(-c2ccccc2)nc1CC(=O)O
5,-5,-2,nt,nt,15,nt,nt,nt,CCOC(=O)N1CCN(C(=O)COC(=O)c2ccc(N(C)C)cc2)CC1
-3,5,5,nt,nt,0,nt,nt,nt,CCOc1ccc(-c2c(=O)n(OCc3ccc([N+](=O)[O-])cc3)c3ccccc3[n+]2[O-])c(OCC)c1
5,-6,4,-1.9,-4,4,-6,-0.5,0,O=C(NCc1ccccn1)C1CC(c2ccccc2O)=NO1 (stereo not drawn)
4,0,1,0.6,-12,-11,7,-3.4,13,O=C(O)c1nsc(Cl)c1Cl
-2,-6,1,-4.0,-13,-41,-3,0.2,16,CCCCCC(=O)N/N=C(\C)c1ccc(Cl)cc1
-2,0,-2,-1.6,-8,0,-17,-1.0,3,CC(=O)c1ccc(OCc2cc(C(=O)N(C)CCOc3ccc(C)cc3)no2)cc1
-8,4,14,-1.2,-11,-8,-8,-1.0,-2,CN(c1ccccc1)c1ccc(/C=C(\C#N)c2nnc3n2CCCCC3)cc1[N+](=O)[O-]
0,-5,0,nt,2,16,nt,nt,-11,CNc1ccccc1C(=O)OC
4,-4,-2,-2.2,-5,-2,7,-2.2,18,CCNC(=O)CSc1nc(-c2ccc(F)cc2)cs1
2,-7,8,0.6,-12,52*,-101,-5.2,-6,COc1ccc(-c2c[n+]3c4n2CCCCC4=C(c2ccccc2)C3)cc1
5,-2,0,-6.7,-2,8,2,-4.0,-8,CCOC(=O)C(NC(=O)Nc1ccccc1)(OCC)C(F)(F)F (stereo not drawn)
-2,nt,nt,1.3,nt,-21,0,0.2,nt,CCC/C(=N/Nc1ccc(Cl)cc1)c1cnnc(-c2ccccc2)n1
-6,-4,4,-2.9,-8,-15,-7,0.0,-2,CCN(CC)S(=O)(=O)c1ccc(C(=O)OC2CCCCC2CN(C)C)cc1 (stereo not drawn)
-2,-3,7,-2.1,-11,4,-8,-6.1,-9,Nc1ncc(-c2ccccc2)n1CC1CCCO1 (stereo not drawn)
2,1,0,-0.3,-5,-8,1,-3.7,14,COC(=O)CC1Nc2ccccc2SC1=O (stereo not drawn)
10,1,-4,nt,nt,7,nt,nt,nt,COc1ccccc1C(=O)NCCC(=O)N1CCN(c2cccc(C(F)(F)F)c2)CC1
0,-3,4,-1.9,7,-3,0,-1.9,-2,NS(=O)(=O)c1ccc(NS(=O)(=O)c2ccc(NC(=S)Nc3ccccc3)cc2)cc1
2,-3,-2,2.1,1,-14,6,0.0,55*,O=c1c2cc(N3CCOCC3)ccc2[nH]c(=S)n1Cc1ccccn1
2,-2,4,nt,nt,1,nt,nt,nt,Cc1cccc(C)c1NC(=O)COC(=O)CNC(=O)C1CCCCC1
10,-7,1,nt,nt,7,nt,nt,nt,CCOc1ccc(C(=O)O[C@H]2[C@H](Cc3ccccc3)NS(=O)(=O)[C@H]3C[C@@H]4C=C[C@]23O4)cc1
3,-10,5,-3.1,2,7,6,-1.6,7,CCc1cc(C(=O)N/N=C/c2ccc(OC)cc2)c2ccccc2n1
6,-8,3,-3.2,5,4,0,-2.7,-7,O=C(CC1C(=O)NCCN1Cc1c(F)cccc1Cl)NCc1ccccc1 (stereo not drawn)
-3,-5,-1,nt,nt,-13,nt,nt,nt,C[C@H](CO)N1C[C@H](C)[C@@H](CN(C)C)Oc2c(NC(=O)Cc3ccccc3)cccc2C1=O
2,-5,-8,nt,nt,12,nt,nt,nt,O=C(Cc1cccc(NC(=O)C2CCN(C(=O)C3CCCC3)CC2)c1)Nc1cccc(C(=O)N2CCCC2)c1
-3,-9,-1,0.0,-10,-1,4,-1.8,4,Cn1cc[n+](C)c1COc1ccc(C=O)cc1
2,-6,0,-1.3,-6,3,-14,-2.9,-4,Clc1ccc(-c2noc(CSc3nnc(-c4ccncc4)n3-c3ccccc3)n2)cc1
3,-3,4,nt,-5,-2,nt,nt,18,CCN(CC)CCC(c1cc(OC)c(OC)c(OC)c1)c1c(OC)cc(OC)c2ccc(=O)oc12 (stereo not drawn)
-2,-4,-5,nt,nt,3,nt,nt,nt,CC(=O)N1CCN(C(=O)COC(=O)/C=C/c2ccccc2[N+](=O)[O-])CC1
0,4,7,-1.9,-1,-6,-5,-2.8,14,COc1cccc(-c2ccc(C#N)c(SCC(=O)NCCc3ccc(Cl)cc3)n2)c1
1,-8,1,-2.4,-4,19,0,-1.3,1,O=C(CCSc1ccc(Cl)cc1)NC1CCCC1
1,-2,2,-3.7,-5,-3,-5,-2.2,-1,CCCCCCOC(=O)C1=C(C)NC(=O)NC1c1ccc2c(c1)OCO2 (stereo not drawn)
5,-8,2,0.6,11,17,-4,-4.1,-3,CCn1c(C)nc2cc(C(=O)N/N=C/c3ccccc3)ccc21
3,-3,4,-2.4,-1,15,1,-4.3,-6,CC1CCCN(C(=O)CCS(=O)(=O)c2ccc3c(c2)n(C)c(=O)c(=O)n3C)C1 (stereo not drawn)
nt,-7,2,-1.2,-6,-13,-9,-2.3,6,CCOC(=O)C1(CCCc2ccccc2)CCN(C2CCSCC2)CC1
1,-5,1,-2.8,16,-20,5,-1.0,11,COc1ccc(Br)cc1S(=O)(=O)NCc1ccccc1
3,0,-1,0.3,-12,-12,-1,-1.8,9,CN=c1scc(C)n1/N=C/c1ccc(O)cc1
5,-7,8,-1.9,-11,16,5,-1.3,4,O=S(=O)(c1cnc(Cl)c(Cl)c1)N1CCCc2ccccc21
-5,-10,3,nt,nt,6,nt,nt,nt,CCN(c1ccccc1)S(=O)(=O)c1ccc(OC)c(NC(=O)Cc2ccc(F)cc2)c1
nt,-12,-2,-2.0,-2,26,34,-1.8,2,O=C(O)c1cccc(Nc2nc(-c3ccc([N+](=O)[O-])cc3)nc3ccccc23)c1
-2,-6,1,-0.6,-8,0,1,-2.9,24,CC(C)C(c1nnnn1Cc1ccco1)N1CCN(C2CCCC2)CC1 (stereo not drawn)
2,-4,2,-2.9,-38,-2,-6,-2.4,7,CCCCN(CCCC)C(=O)c1ccccc1NC(=O)CN1C(=O)c2ccccc2C1=O
nt,-6,-6,-3.2,-10,14,-4,-2.9,17,Cn1c(=O)c2c(c3ccccc31)OC(=O)CC2c1cccnc1 (stereo not drawn)
2,-3,0,7.8*,-11,-6,-8,0.5,9,Cc1csc2nc3ccccc3c(=O)n12
-1,-2&-6,2&5,0.4&0.5,-15&-4,9&17,25&21,-4.0&-4.4,7&-8,CCN1C(=O)/C(=C2/Sc3ccccc3N2CCCS(=O)(=O)O)SC1=S
1,-1,-2,-0.9,-2,27,-5,-0.4,-2,CCOC(=O)c1ccccc1NC(=O)CSc1cccc[n+]1[O-]
4,0,-4,nt,nt,8,nt,nt,nt,CCOc1ccc2ccccc2c1/C=N/NC(=O)c1c(C)cc(C)[nH]c1=O
-2,-2,1,-2.8,-16,14,1,-2.3,-7,CCC(=O)N(CCc1ccc(S(N)(=O)=O)cc1)C1CC(=O)N(c2ccc(OC)cc2)C1=O (stereo not drawn)
-17,-1,2,nt,nt,10,nt,nt,nt,C=CCSc1nnc(NC(=O)C2CSC3(C)CCC(=O)N23)s1 (stereo not drawn)
7,0,1,0.3,1,-175,25,-5.8,21,COc1cc(/C=C2/C(=O)NN(c3ccc(Cl)cc3)C2=O)ccc1OC(=O)c1ccco1
6,-2,6,0.4,-12,6,-1,2.2,14,O/N=C\c1cccn1-c1nccs1
1,-11,0,1.8,-3,-1,3,0.6,4,COc1ccc(CNC(=O)CNC(=O)c2ccc(C(C)(C)C)cc2)cc1OC
1,1,7,-0.2,-14,28,-4,-2.2,11,C=CCn1cnc2scc(-c3ccc(CC)cc3)c2c1=O
-2,-7,3,nt,nt,9,nt,nt,nt,Cc1cc(C)n2nc(C(=O)OCC(=O)Nc3ccc(C)c(S(=O)(=O)N(C)C)c3)nc2n1

(cont.)
IDE cell inh,GalR3 antagonist,IDE cell activ,VIM-2 inh,p-CIP stab down,CRFBP-R2 block,HCV NS3 hel inh,IMP-1 inhibitor,UBC9 SUMO inh,canonical_smiles
-3,-6,3,-2.7,5,8,3,-3.6,-15,O=C(Oc1ccccc1C(=O)N1CCOCC1)c1ccccc1
2,-5,3,-0.2,-4,8,-5,-1.5,16,CC(=O)c1ccccc1N(C(=O)Cn1nnc2ccccc21)C(C(=O)NCC1CCCO1)c1ccc(N2CCOCC2)cc1 (stereo not drawn)
34*,nt,-32,-3.0,8,-18,6,-4.3,-4,O=C(N/N=C/c1sc2ccccc2c1O)c1ccccc1
6,-3,11,2.7,0,6,1,-0.1,-23,COc1ccc(C(=O)Nc2nc3cc4c(cc3s2)OCO4)c(OC)c1
-3,-4,0,-2.3,-1,-4,5,-3.4,-1,COc1ccc(-c2nc3ccccn3c2CN2CCN(c3ccccc3F)CC2)cc1
-1,-4,0,-4.0,-2,-5,-8,-1.7,11,O=C(N/N=C/c1ccc2c(c1)OCO2)c1cc(-c2ccccc2Cl)nc2ccccc12
-5,0,-4,-2.2,0,7,4,-2.9,11,CC(=O)c1cccc(NS(=O)(=O)N2CCCCC2)c1
0,-8,-3,nt,nt,1,nt,nt,nt,O=C(Nc1ccc(Br)cc1)c1cc(-c2ccncc2)nc2ccccc12
0,-4,5,nt,nt,-4,nt,nt,nt,CCN1CCN(C(=O)/C=C/c2ccc(C(C)C)cc2)CC1
0,-3,-1,-6.4,6,-19,2,-3.0,-5,Cc1sc2ncn(CC(=O)NCCN(C)C)c(=O)c2c1S(=O)(=O)N1CCC(C)CC1
-1,6,1,-2.3,-4,4,-5,-0.8,8,COc1ccc(N(C)C(=O)CCS(=O)(=O)c2cccc3nonc23)cc1
-2,-2,-1,-0.9,4,-5,-2,-2.3,-24,Nn1c(Nc2ccccc2)nc2ccccc21
2,-3,-4,5.0,-1,-3,-10,-1.6,-2,Cc1cccc2nc(COc3ccc(Cl)c4cccnc34)cn12
4,-2,-9,-2.1,-11,9,0,-1.2,14,CCOC(=O)c1c(C)[nH]c(C(=O)COC(=O)c2ccncc2)c1C
